Bioassay records from PubChem BioAssay.
aDG glyco up: increases alpha dystroglycan glycosylation; AID 624168; activation, % at 10 µM; 360,000 tested, 0.22% active; Pro5-aDG cells, alpha-DG glycosylation AlphaScreen (IIH6); 0% Pro5, 100% B10-LARGE cell signal;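 active = activation of at least 8% versus controls, or a plate z-score of at least 8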;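 also: Pro5 are CHO cells carrying HIG-tagged alpha-DG that lacks glycosylation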
Exocytosis inh: blocks lytic granule exocytosis; TALL-104 LAMP-1 surface exposure, flow cytometry; cells stimulated with thapsigargin and PMA; inhibition, % at 10 µM; 360,000 tested, 0.66% active;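 active = inhibition above about 55%, limit read from the data; inconclusive = no clear call, values can overlap the other calls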
MC4R barr agon: agonists of human melanocortin 4 receptor (MC4R) beta-arrestin; U2OS MC4R beta-arrestin complementation, luminescence; percent of melanotan II response, DMSO zero; 360,000 tested, 0.98% active; P32245; activation, % at 8.9 µM;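 active = activation above a per-plate cutoff, the mean activation of sample wells on that plate plus 3 SD, cut at about 8% in these data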
Target sequence (P32245 whole entry, looked up): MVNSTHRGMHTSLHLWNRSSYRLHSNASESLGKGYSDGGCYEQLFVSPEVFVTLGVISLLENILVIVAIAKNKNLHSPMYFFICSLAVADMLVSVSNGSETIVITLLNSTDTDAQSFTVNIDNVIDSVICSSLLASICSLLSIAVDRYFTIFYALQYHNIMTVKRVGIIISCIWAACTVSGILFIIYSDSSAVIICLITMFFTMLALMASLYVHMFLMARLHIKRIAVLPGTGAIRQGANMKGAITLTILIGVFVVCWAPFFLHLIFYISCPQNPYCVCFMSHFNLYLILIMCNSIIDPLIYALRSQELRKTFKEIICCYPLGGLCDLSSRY
NOD2-RIPK2 inh: blocks binding of human NOD2 to RIPK2 | CHO BLA complementation NOD2-RIPK2, CCF4 ratio | 360,000 tested, 0.38% active | inhibition, % at 4.98 µM | O43353; in the data active = inhibition above about 21%;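 also: 0% = vehicle only and 100% = reference blocker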
Target sequence (O43353 whole entry, looked up): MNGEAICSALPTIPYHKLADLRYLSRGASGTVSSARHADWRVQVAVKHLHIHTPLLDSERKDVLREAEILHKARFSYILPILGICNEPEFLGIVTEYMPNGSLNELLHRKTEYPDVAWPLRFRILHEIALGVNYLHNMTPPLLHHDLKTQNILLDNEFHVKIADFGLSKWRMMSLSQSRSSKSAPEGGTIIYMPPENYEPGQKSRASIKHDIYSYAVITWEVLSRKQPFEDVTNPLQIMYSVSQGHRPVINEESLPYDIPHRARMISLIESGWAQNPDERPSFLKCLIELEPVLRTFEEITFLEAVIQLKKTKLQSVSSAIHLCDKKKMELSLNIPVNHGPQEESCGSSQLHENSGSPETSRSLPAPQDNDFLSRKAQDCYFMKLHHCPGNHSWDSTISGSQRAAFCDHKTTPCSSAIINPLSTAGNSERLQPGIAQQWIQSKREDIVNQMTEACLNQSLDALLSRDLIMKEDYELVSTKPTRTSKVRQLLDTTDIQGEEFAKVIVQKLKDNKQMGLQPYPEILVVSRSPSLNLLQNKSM
Vif imaging: HIV Vif inhibition; HEK293T cells, Vif self-association by quenched fluorescence, imaging, 24 h; inhibition, % at 7.49 µM; 340,000 tested, 0.35% active; AID 602346; in the data active = inhibition above about 50%, passing the limit was not always enough; inconclusive = no clear call, values can overlap the other calls; inactive = below about 31%; also: some results filed as inactive read as strong as hits
ABCB6 inh 2: inhibitors of human ABC transporter ABCB6; fluorescence ratio to DMSO, % at 10 µM; Q9NP58; K562-ABCB6 porphyrin accumulation, flow cytometry, 1 h; hits give low values; 360,000 tested, 0.19% active;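 active = fluorescence ratio to DMSO below 75%, the collection mean minus 3 SD; inconclusive = too few cells collected in the well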;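 also: signal is porphyrin accumulated inside mitochondria; 100% equals median channel fluorescence of DMSO control wells; lower ratio means ABCB6 inhibition with less porphyrin fluorescence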
MC4R antagonist: antagonists of human melanocortin 4 receptor (MC4R) | inhibition, % at 6.5 µM | MC4R-expressing cells, MTII-stimulated cAMP, LANCE TR-FRET | 360,000 tested, 0.48% active | P32245;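 active = inhibition above its plate's cutoff, the mean of tested wells on that plate plus 3 SD, cut at about 29% in these data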;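 also: 0% = Melanotan II alone and 100% = Melanotan II plus saturating MCL0020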
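system = U2OS cells with stable human MC4R expression | also added = Melanotan II challenge after compound preincubation | dosing = one concentration, 6.5 µM nominal | incubation = compound 30 min, challenge 1 h, detection 1 h | measured by = TR-FRET with Eu-cAMP and labeled anti-cAMP, 671 nm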
TLR9-MyD88 block: TLR9-MyD88 interaction inhibition. AID 504734. inhibition, % at 4.98 µM. 340,000 tested, 0.21% active. Q9NR96+Q99836. CHO BLA complementation TLR9-MyD88, CCF4 FRET ratio;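 active = inhibition above the mean over all tested compounds plus 3 SD, cut at about 21% in these data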;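 also: 0% = DMSO only wells and 100% = clavulanate BLA inhibitor control wells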
N-glyco inh: blocks N-linked glycosylation in D54 reporter cells; reporter increase, % at 12.5 µM; AID 588692; D54 ERlucT glycosylation luciferase reporter, 24 h; percent of 100 nM tunicamycin response; 360,000 tested, 0.23% active;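 active = mean luciferase reporter signal, scaled so untreated is 0 and the glycosylation-blocking control 100, at or above a set limit in every replicate; inconclusive = mean reaches the limit but not every replicate does; inactive = mean below the limit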;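 also: luciferase carries N-glycosylation sites so blocking glycosylation raises the light; 0% = median of neutral control wells and 100% = median of 100 nM tunicamycin wells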
ABHD5-PLIN5 inh: blocks binding of human ABHD5 to perilipin-5; Q00G26+Q8WTS1; Split G. princeps luciferase complementation, luminescence, 4 h; inhibition, % at 4 µM; 360,000 tested, 0.78% active; AID 602281;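 active = inhibition above the mean inhibition across every tested compound plus 3 SD, cut at about 22% in these data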;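 also: 0% = DMSO only wells and the 100% control is not disclosed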
Numbers without * were called inactive; ? = inconclusive; nt = not tested or not shown. Some of the compounds tested; count on the stated rates, not on these rows.

structure,MC4R antagonist,Exocytosis inh,Vif imaging,ABHD5-PLIN5 inh,MC4R barr agon,ABCB6 inh 2,TLR9-MyD88 block,NOD2-RIPK2 inh,N-glyco inh,aDG glyco up
C=CCn1cc(C(=O)NCc2ccc(Cl)cc2)c(=O)c2cc(S(=O)(=O)N(CC)CC)ccc21,6.7,-2.3,-12.6,-1.4,-0.3,98.0,3.8,-7.1,-6.0,0.3
CC(=O)N1CCOCCOCCOCC1,4.4,1.4,-0.2,8.6,-2.3,99.0,14.7,-5.5,0.4,0.1
COc1ccc2[nH]c3c(=O)n(CCCCC(=O)N4CCC(C(N)=O)CC4)c(=S)[nH]c3c2c1,8.9,0.5,-3.6,-7.0,-0.9,99.0,-3.2,6.8,2.8,0.3
CCCCn1c(N)c(N(CC(C)C)C(=O)c2ccc(OCC3CCCO3)cc2)c(=O)[nH]c1=O (configuration not stated),2.6,2.7,-1.0,-2.5,2.4,99.0,-9.4,-0.2,1.6,0.0
CC(O)(c1cccnc1)c1nc(-c2cccc3cccnc23)cs1 (configuration not stated),4.0,3.5,2.5,2.6,0.8,96.0,nt,4.9,0.0,0.0
CCOC(=O)c1sc(NC(=O)c2cc(-c3ccccc3)nc3ccccc23)c(C#N)c1C,12.3,10.4,-2.7,-3.3,-0.3,92.0,-6.3,-3.3,-1.3,0.2
Cc1ccc(-c2nn(-c3ccccc3)cc2/C=N/O)cc1,-7.1,-7.9,nt,-10.8,2.8,99.0,-12.4,6.9,-0.6,0.2
Cc1nc2cc(-c3ccccc3)nn2c(N)c1-c1ccccc1,2.4,3.0,2.0,-9.4,-0.5,92.0,3.5,0.3,-13.9,0.0
O=C(COC(=O)c1ccccc1)Nc1ccccc1Sc1ccccc1,9.4,8.0,0.0,1.4,0.0,97.0,0.5,-6.5,-0.6,0.2
O=C(NC1CCCCC1)c1ccc(S(=O)(=O)N2CCOCC2)cc1,17.6,-2.9,3.1,-1.7,1.6,102.0,8.3,1.3,0.2,0.0
O=C(CN1CCCc2ccccc21)N1CCc2ccccc21,-7.7,-0.3,-3.7,2.2,-0.6,135.0,nt,10.0,0.5,0.1
O=C(c1ccco1)N1CCN(C(c2ccc(F)cc2)c2nnnn2CC2CCCO2)CC1 (configuration not stated),-6.7,0.6,-8.1,-1.8,0.0,93.0,-4.3,-14.2,0.4,0.0
Cc1ccc(NC(=O)C(C)[n+]2ccccc2)cc1[N+](=O)[O-] (configuration not stated),1.9,-2.6,-2.0,3.2,-2.4,106.0,2.1,4.5,1.6,-0.2
O=C(c1ccncc1)N1CCN(S(=O)(=O)c2ccc3ccccc3c2)CC1,3.0,1.0,-2.6,-2.0,-1.9,98.0,-8.4,-0.4,-0.7,0.0
CCC[C@H]1CN(c2ccc(Br)cc2)C(=O)[C@@H]1CC(=O)Nc1ccccc1,14.6,-4.8,1.7,1.1,-2.0,98.0,-13.0,-9.5,2.3,0.1
COc1ccc(C(=O)CSc2nnc(C(CO)NC(=O)c3ccc(OC)cc3)n2C)cc1 (configuration not stated),5.2,0.9,1.5,-1.1,-0.1,96.0,-11.3,-7.3,-1.0,0.0
COc1ccc2cc(C3C(C#N)=C(N)OC(C)=C3C(C)=O)c(Cl)nc2c1 (configuration not stated),3.4,-6.6,-1.5,-4.0,-0.7,97.0,3.9,-5.0,2.8,-0.2
COc1ccc(S(=O)(=O)N[C@@H](Cc2ccc(Cl)cc2)C(=O)N2CC[C@@]3(O)CCCC[C@H]3C2)cc1,1.1,4.7,-27.3,0.5,0.6,96.0,1.1,5.4,-1.9,-0.2
COc1ccc(N2CCN(C(=O)CN(Cc3ccc(Cl)cc3)S(C)(=O)=O)CC2)cc1,6.6,0.9,-15.2,6.5,-2.2,104.0,-6.3,-1.8,-0.9,0.3
c1ccc2c(c1)ccc1nnc(-c3ccc4c(c3)OCO4)n12,-1.8,-0.9,-2.4,-2.7,1.1,110.0,-6.6,-14.2,-1.3,0.1
CCCN1CCC(NC(=O)Nc2ccccc2C(=O)OC)CC1,13.0,-0.8,0.1,-0.9,-1.6,101.0,0.6,2.5,-2.5,-0.2
Cn1nc(C(=O)Nc2cccc(Cl)c2)cc1C(=O)Nc1cccc(Cl)c1,25.1,-2.6,-5.0,3.2,14.3*,103.0,3.1,-2.9,-2.0,0.4
O=S(=O)(NCCc1cn2ccccc2n1)c1ccc(-c2ccccc2)cc1,-2.3,2.6,2.8,-2.0,-1.2,95.0,-9.0,-3.3,-0.4,0.0
O=[N+]([O-])c1ccc(CSCc2ccc([N+](=O)[O-])cc2)cc1,-2.4,1.6,-1.5,3.5,0.1,97.0,-3.6,-1.9,-0.6,0.1
O=C(CN(Cc1ccco1)C(=O)c1ccc([N+](=O)[O-])cc1)Nc1ccccc1C(F)(F)F,7.7,-5.1,-3.1,20.2,-0.7,95.0,-2.8,-0.6,1.7,0.5
CC1CCC(C(C)C)C(=O)/C1=C/c1ccc(N)cc1 (configuration not stated),6.8,-5.0,22.9,-12.3,-0.3,97.0,-12.8,8.4,-0.3,-0.1
COc1cccc(N2CCN(C(=O)c3cc(C)oc3C)CC2)c1,1.4,-1.6,6.5,3.2,-1.8,103.0,6.3,1.1,19.6,-0.2
Brc1ccc(-c2n(-c3ccccn3)c3ccccc3[n+]2-c2ccccn2)cc1,7.7,23.6,-4.9,-3.4,-0.8,96.0,3.8,3.9,0.7,-0.1
O=C(OCc1cccc([N+](=O)[O-])c1)c1cc2ccccc2oc1=O,8.8,-0.1,2.2,-7.1,2.5,98.0,-1.4,-5.5,-2.0,0.0
Cc1cc(NC(=O)/C=C/c2cccc(F)c2)n(-c2nc3ccccc3[nH]2)n1,9.8,-4.4,-1.9,3.1,1.4,95.0,7.7,-8.2,8.8,-0.3
NC(=O)CSc1cn(Cc2ccccc2)c2ccccc12,1.7,-1.6,-1.6,1.2,-0.7,103.0,10.2,-1.4,-2.9,2.0
Cc1onc(-c2ccccc2Cl)c1C(=O)Nc1nnc(-c2ccc(Br)cc2)s1,21.1,-0.3,-4.0,-21.8,3.2,99.0,-16.9,0.3,-1.5,-0.2
Cc1cc(=O)n2[nH]c(-c3ccc(C(C)(C)C)cc3)cc2n1,4.0,1.1,nt,13.0,1.9,108.0,-3.4,1.3,-0.4,0.0
NC(c1csc(Nc2ncccn2)n1)c1ccccc1Cl (configuration not stated),3.5,?,-10.0,4.3,-0.2,101.0,nt,-12.2,-1.9,-0.4
Cc1[nH]c2ccccc2c1SCCNC(=O)c1ccc(S(=O)(=O)N2CCCC2)cc1,7.6,-0.4,0.0,2.7,0.4,96.0,4.5,-0.3,-4.1,0.2
CCN(CC)C(=O)Cn1cc(S(=O)(=O)CC(=O)N2CCOCC2)c2ccccc21,-0.5,14.7,13.9,5.8,-1.2,94.0,7.2,6.0,1.5,0.0
Cc1ccc(NNC(=O)c2snnc2C)cc1Cl,-0.6,-2.3,-6.9,-7.1,-0.8,106.0,-6.5,-9.3,1.8,0.0
CCN1CCN(c2nnc(-c3ccc(C)cc3)c3ccccc23)CC1,3.8,16.2,-8.0,4.6,-0.7,90.0,4.1,-7.0,-5.7,0.2
COc1cc(O)c(C(CC(=O)N2CCOCC2)c2cc(OC)c(OC)c(OC)c2)c(OC)c1 (configuration not stated),8.6,4.2,2.1,11.3,-1.4,98.0,-4.6,0.0,5.2,-0.2
COc1cccc(NC(=O)c2ncc(Cl)c(Cl)c2Cl)c1,15.6,-2.6,-2.8,-2.2,-0.3,100.0,-11.5,-3.1,-1.5,0.0
Cc1cc(C)n(C(=O)Cn2nc(C(F)F)cc2C)n1,9.1,-3.1,6.6,3.2,-1.8,96.0,-0.1,1.2,5.0,-0.2
CCCc1cc(=O)oc2cc(OCC(=O)N3CCC(C(N)=O)CC3)ccc12,-2.7,-1.5,-12.8,-0.3,-0.7,92.0,-5.6,-3.4,-1.1,0.2
O=C(CCN1CCN(c2ccccc2)CC1)Nc1ccc(Cl)cc1,6.9,1.6,-7.9,5.2,-0.6,92.0,0.2,-3.4,1.2,0.0
CCSC1=NCN(CCCC(=O)O)CN1,2.0,0.6,14.3,1.8,1.4,97.0,-7.2,8.6,1.1,-0.2
COc1ccc(OCCSc2n[nH]c(N)n2)cc1,2.5,-1.7,7.1,8.2,-1.2,96.0,-5.5,-10.6,0.3,-0.2
Cc1ccc(S(=O)(=O)N2[C@H](CC(=O)c3ccc(Cl)c(Cl)c3)OC[C@@H]2C(C)C)cc1,nt,-2.6,nt,-3.8,nt,nt,nt,-3.2,nt,2.0
O=C(NNC(=S)NCc1ccccc1)c1cccnc1,-5.3,0.9,-2.4,7.0,-2.9,91.0,0.0,-0.7,1.6,0.0
O=C(NCc1ccccn1)C1CCC(CNS(=O)(=O)c2cccc3nsnc23)CC1 (configuration not stated),9.9,0.0,-2.4,-0.3,3.2,99.0,-4.2,-9.7,-2.2,0.0
CCSc1nnc(NC(=O)c2nc(S(=O)(=O)Cc3ccc(F)cc3)ncc2Cl)s1,49.1*,4.6,-13.7,24.2*,-2.0,85.0,0.3,4.0,5.0,0.6
CC(C)(C)c1nnc(N/N=C/c2cc(Br)ccc2O)n(N)c1=O,-2.9,6.1,-10.0,5.2,3.7,93.0,2.4,-5.4,-14.8,-0.2
C[C@H](O)[C@@H]1C(=O)N2CCc3ccc(-c4ccccc4)cc3[C@@H]2C[C@@H]1N(C)C(=O)c1ccc(C#N)cc1,-8.8,-10.5,-2.3,8.3,-0.4,96.0,-1.1,1.9,1.5,0.2
COc1cc(/C=N/NC(=O)/C(=C\c2ccc3c(c2)OCO3)NC(=O)c2ccccc2)ccc1O,-0.3,0.6,-3.1,0.7,-1.9,99.0,-1.3,0.6,-1.8,0.2
Cc1ccc(NC(=O)NCCCN2CCCC2=O)cc1,2.4,1.5,-2.8,5.1,-0.5,96.0,1.9,-14.9,-0.6,0.1
O=C(Cn1cnnn1)NC1CCCN(Cc2ccccc2F)C1 (configuration not stated),6.8,2.0,-8.5,6.9,-1.5,98.0,-19.5,3.4,2.9,0.0
CC(C)CNS(=O)(=O)c1ccc(Br)cc1N1CCC[C@@H]1CO,-1.8,-5.5,-3.2,-5.0,0.1,98.0,-0.1,8.3,-0.8,-0.1
CC(C)(C)NC(=O)COC(=O)c1cc(Cl)ccc1[N+](=O)[O-],10.8,13.8,-5.0,-3.7,-5.3,97.0,-1.5,1.3,-0.3,0.8
